Screens (PubChem BioAssay)
CAL PDZ FP – CAL PDZ peptide-binding inhibitors, primary screen, biochemical, fluorescence polarization, Cer-tagged CAL PDZ, HTS; Golgi-associated PDZ and coiled-coil motif-containing protein (Homo sapiens), Q9HD26; purified CAL PDZ, TMR-peptide fluorescence polarization, 1 h; inhibition, % at 20 µM; 330,000 compounds, 0.02% hits;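 active means highest replicate inhibition of at least 40%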;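 further: plate controls were DMSO neutral control wells for no effect and unlabeled competitor peptide control wells for full effect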
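System: tagged CAL PDZ domain. Schedule: 1 h room-temperature incubation prior to read. Signal: fluorescence polarization (mP). Measure: percent inhibition from loss of millipolarization.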
phage Ecoli inh – growth loss of phage-infected E. coli, primary screen, RecBCD inhibitor project, absorbance, with phage, HTS; inhibition, % at 11.9 µM; 360,000 compounds, 0.26% hits; AID 651602, 2012; in the data active means inhibition above about 11%
Tat transport – E. coli Tat export inhibitors, primary screen, MC4100, TorA-mCherry reporter, fluorescence, single point. 340,000 compounds, 0.036% hits. inhibition, % at 10 µM. AID 488895, 2010;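 active means mean replicate inhibition at least 50% and at least half of replicates individually reaching 50%; inconclusive means only one of the two criteria met; inactive means neither criterion met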;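 further: exported cargo escapes ClpAP degradation while cytoplasmic cargo is degraded and loses fluorescence; 0% = median of neutral control wells and 100% = median of NaSCN control wells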
PvdQ acylase – P. aeruginosa PvdQ acylase inhibitors, primary screen, biochemical, fluorescence, plate reader and imaging, single point; 340,000 compounds, 0.063% hits; purified PvdQ acylase; inhibition, % at 10 µM; in the data active means inhibition above about 30%, passing the limit was not always enough; inconclusive means no clear call, values can overlap the other calls;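 further: 0% = vehicle neutral wells and 100% = reference inhibitor wells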
PfHsp90 yeast 2 – growth inhibition of PfHsp90-expressing yeast, primary screen, antimalarial PfHsp90 inhibitor project, S. cerevisiae, BacTiter-Glo luminescence, single point, set 2 | BacTiter-Glo ATP, 48 h; yeast lacking PDR1 and PDR3 efflux regulators | inhibition, % at 9.4 µM | 310,000 compounds, 0.32% hits;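 active means every replicate shows inhibition above about 80%, whatever the replicate mean, limit read from the data; inconclusive means mean inhibition reaches the set limit but some replicate falls short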;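 further: 0% = DMSO neutral controls and 100% = 20 µM radicicol positive controls; yeast relying on Plasmodium falciparum Hsp90 in place of its own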
E coli growth – E. coli V3065 growth inhibition, primary screen, counter-screen for AddAB inhibitor project, absorbance, OD600; inhibition, % at 11.9 µM; 18 h; 330,000 compounds, 0.27% hits;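 active means inhibition above the campaign's mean inhibition across all tested compounds plus 3 SD, cut at about 9.9% in these data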;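 further: uninfected addAB+ strain grown without phage in ampicillin broth; 0% = DMSO wells and 100% = ciprofloxacin 0.95 µg/ml wells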
AddAB inh – growth inhibition of E. coli expressing H. pylori AddAB, primary screen, AddAB inhibitor project, absorbance; inhibition, % at 11.9 µM; AID 435030, 2010; 330,000 compounds, 0.29% hits; in the data active means inhibition above about 12%;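 further: 0% = vehicle wells of infected cells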
Rtt109 Vps75 – inhibitors of C. albicans Rtt109/Vps75 HAT, primary screen, biochemical, ThioGlo CoA-SH fluorescence, plate reader | Histone acetyltransferase RTT109 (Candida albicans (strain SC5314 / ATCC MYA-2876)), … | purified Rtt109/Vps75, 4 h | inhibition, % at 34.9 µM | 330,000 compounds, 0.16% hits | AID 540336, 2011;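 active means inhibition of at least 50% in every replicate; inconclusive means best replicate reaches 50% inhibition but some replicates fall short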
Target sequence (Q5AAJ8 whole entry, looked up): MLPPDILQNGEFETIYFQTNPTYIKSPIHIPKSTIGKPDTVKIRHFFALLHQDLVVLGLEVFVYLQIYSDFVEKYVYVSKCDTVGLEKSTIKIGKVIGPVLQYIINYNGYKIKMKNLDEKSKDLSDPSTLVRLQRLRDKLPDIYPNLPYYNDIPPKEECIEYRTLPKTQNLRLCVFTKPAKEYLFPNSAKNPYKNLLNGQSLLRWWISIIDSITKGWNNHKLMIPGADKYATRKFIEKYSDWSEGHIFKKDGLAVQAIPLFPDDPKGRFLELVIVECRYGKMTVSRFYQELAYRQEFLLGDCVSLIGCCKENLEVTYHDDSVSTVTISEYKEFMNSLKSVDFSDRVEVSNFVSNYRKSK
Wnt bcat act – Wnt/beta-catenin pathway activators, primary screen, cell-based, plate reader, single point. activation, % at 9.35 µM. Wnt/beta-catenin reporter cell assay, activator. 300,000 compounds, 1.2% hits; in the data active means activation above about 30%, passing the limit was not always enough; inconclusive means no clear call, values can overlap the other calls;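 further: 0% = neutral control wells and 100% = positive control wells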
DAGLB inh – DAGLB lipase inhibitors, primary screen, biochemical, fluorescence, HTS; Diacylglycerol lipase-beta (Homo sapiens), Q8NCG7; HEK293T DAGLB membrane lysate, EnzChek fluorogenic substrate; inhibition, % at 5.17 µM; 340,000 compounds, 0.059% hits; AID 504411, 2011; in the data active means inhibition above about 34%;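 further: 0% = enzyme with vehicle and 100% = wells lacking enzyme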
* marks the source's active call; other numbers are inactive results; ? = inconclusive; . = no result given. Not all compounds are listed; rates above refer to the full screens.

canonical_smiles | CAL PDZ FP | Wnt bcat act | AddAB inh | phage Ecoli inh | E coli growth | Rtt109 Vps75 | PfHsp90 yeast 2 | PvdQ acylase | DAGLB inh | Tat transport
C=C(C=O)CC1CC(O)[C@]2(C)OC3C[C@@H]4OC5C[C@]6(C)O[C@]7(C)CCC8OC9C[C@]%10(C)OC(/C(C)=C\CO)C(O)CC%10OC9CC(C)C8OC7CC6O[C@]5(C)C/C=C\C4OC3CC2O1 (stereo not given in full) | -1.2 | . | 2.1 | . | -0.8 | 5 | 6 | -14 | -4 | 7
CCCCn1c(O)c(C(C)=NCc2cc(OC)cc(OC)c2)c(=O)[nH]c1=O | -3.0 | . | -0.5 | 1.3 | 0.5 | -15 | -48 | -7 | 6 | -5
O=c1[nH]c(=S)n(Cc2ccc(F)cc2)c(O)c1C=NCCCn1ccnc1 | -1.2 | -1 | -0.2 | -0.8 | -0.9 | 12 | 8 | 1 | 0 | -3
Cc1nc2ccccc2c(=O)n1-c1cccc(C(F)(F)F)c1 | -0.8 | -1 | 2.1 | -0.1 | -0.9 | 2 | -2 | -10 | -1 | -1
CCOC(=O)N(C)c1ccc(C(O)(C(=O)OCC)C(F)(F)F)cc1 (stereo not given) | -1.0 | . | 3.7 | 3.3 | -1.9 | -4 | . | -14 | 2 | 3
COC(=O)C1=C(c2ccc(F)cc2F)C[C@@H]2CC[C@H]1N2C | -0.5 | 1 | -0.3 | 2.9 | 0.4 | -3 | -12 | -11 | -1 | 14
CCN(CC)C(=O)c1ccc(NC(=O)CSc2nnnn2-c2cc(OC)ccc2OC)cc1 | -3.2 | -2 | 0.4 | 3.0 | -2.1 | -2 | -45 | 3 | 0 | 0
COC(=O)C1=C(c2ccc(F)cc2OCc2ccccc2)C[C@@H]2CC[C@H]1N2C(=O)NCC1CC1 | -1.4 | 0 | 2.0 | 4.0 | 1.1 | 2 | 6 | -13 | -5 | 7
C=CCOC(=O)C1C(C(=O)O)C2(Cl)C(Cl)=C(Cl)C1(Cl)C2(Cl)Cl (stereo not given) | -0.3 | -5 | . | 2.9 | . | 1 | -17 | -17 | 9 | 1
COc1ccc(C(=O)CC2C(=O)N(C)C(=O)N(C)C2=O)cc1 | -0.4 | 0 | 0.2 | 2.4 | -2.6 | 7 | -12 | 5 | -6 | 18

More compounds follow:
canonical_smiles | CAL PDZ FP | Wnt bcat act | AddAB inh | phage Ecoli inh | E coli growth | Rtt109 Vps75 | PfHsp90 yeast 2 | PvdQ acylase | DAGLB inh | Tat transport
CN(C)P(=NC(=S)c1cccn1C)(N(C)C)N(C)C | 0.0 | 0 | 5.4 | 2.1 | 0.3 | 3 | 7 | 6 | 1 | 0
CCOC(=O)[C@]12Cc3ccsc3[C@H]1N(Cc1ccccc1)C(=O)c1ccccc12 | -0.6 | -2 | . | 1.9 | . | -8 | 10 | -1 | -7 | 15
O=c1[nH]c(=O)n(CCc2ccc(F)cc2)c(O)c1C=NCCCN1CCOCC1 | -0.3 | . | 2.5 | 2.5 | 1.9 | 0 | -9 | 1 | 1 | -7
Cc1ccsc1CNCCc1ccccc1F | 0.3 | 0 | 1.8 | 3.1 | 0.3 | -8 | -9 | -9 | -2 | -14
O=c1c2ccccc2nc(-c2ccco2)n1-c1ccccc1 | -1.4 | . | 3.9 | 3.5 | 1.7 | -7 | 2 | -10 | 1 | -1
NC(=O)CN1CC(c2ccccc2)CC1=O (stereo not given) | -3.5 | . | 1.5 | 3.0 | 1.7 | 9 | 0 | -16 | -3 | 6
COc1ccc2c(c1OC)CN1CCc3cc4c(cc3C1C2)OCO4 (stereo not given) | -0.6 | 1 | 0.8 | 1.4 | -1.0 | 1 | -25 | 11 | -8 | 1
Cc1ccc(S(=O)(=O)Nc2cc(C(=O)N3CCC4(CC3)OCCO4)ccc2N2CCCCC2)cc1 | -0.7 | . | -0.6 | 3.1 | 1.0 | 8 | 10 | -20 | -6 | 0
Fc1ccc(C(OCCN2CCCC2)c2ccc(F)cc2)cc1 | -0.9 | -2 | 1.5 | 2.9 | -1.5 | 9 | 16 | 3 | -1 | -4
O=C(N/N=C/c1c(O)n(CCC2=CCCCC2)c(=O)[nH]c1=O)c1ccccc1 | 0.0 | -1 | 3.4 | 0.8 | -0.2 | 9 | 2 | 11 | 7 | -6

Laid out differently: entries from further up.
COc1ccc2c(c1OC)CN1CCc3cc4c(cc3C1C2)OCO4 (stereo not given)
  CAL PDZ FP = -0.6; Wnt bcat act = 1; AddAB inh = 0.8; phage Ecoli inh = 1.4; E coli growth = -1.0; Rtt109 Vps75 = 1; PfHsp90 yeast 2 = -25; PvdQ acylase = 11; DAGLB inh = -8; Tat transport = 1
Cc1ccc(S(=O)(=O)Nc2cc(C(=O)N3CCC4(CC3)OCCO4)ccc2N2CCCCC2)cc1
  CAL PDZ FP = -0.7; Wnt bcat act = .; AddAB inh = -0.6; phage Ecoli inh = 3.1; E coli growth = 1.0; Rtt109 Vps75 = 8; PfHsp90 yeast 2 = 10; PvdQ acylase = -20; DAGLB inh = -6; Tat transport = 0

(next part)
canonical_smiles | CAL PDZ FP | Wnt bcat act | AddAB inh | phage Ecoli inh | E coli growth | Rtt109 Vps75 | PfHsp90 yeast 2 | PvdQ acylase | DAGLB inh | Tat transport
CCCCOCCCn1c(N)c(C(=O)OC(C)COC)c2nc3ccccc3nc21 (stereo not given) | -2.8 | ? | -0.6 | 3.6 | -1.3 | -153 | -15 | -23 | -2 | -3
O=C(Nc1cccc2ccccc12)c1nn(C23CC4CC(CC(C4)C2)C3)cc1Br | -2.5 | -1 | 4.9 | -0.9 | 0.6 | 6 | 9 | -15 | -11 | -5
CSc1cccc(NP2(=O)OCC(C)([N+](=O)[O-])CO2)c1 (stereo not given) | -1.0 | -3 | . | 3.8 | . | -3 | 6 | -6 | -3 | 3
Cc1ccc(NC(=O)c2ccc(C)c(S(=O)(=O)N3CCCCC3)c2)nc1 | -3.1 | 2 | 0.3 | 2.6 | 2.4 | 7 | . | -5 | -2 | -1
COc1cccc(CNC(=O)CCC(=O)N2C[C@H]3C[C@H](C2)c2cccc(=O)n2C3)c1OC | 0.7 | 1 | 4.0 | 1.4 | -0.7 | -13 | 18 | -2 | -2 | -4
COC(=O)C1=C(c2cccc(C#N)c2)C[C@@H]2CC[C@H]1N2C(=O)N1CCCCC1 | 1.4 | -1 | 2.1 | 0.3 | -2.5 | -1 | 1 | -12 | 2 | -3

Fetched by compound from the list above, 6 records:
canonical_smiles | CAL PDZ FP | Wnt bcat act | AddAB inh | phage Ecoli inh | E coli growth | Rtt109 Vps75 | PfHsp90 yeast 2 | PvdQ acylase | DAGLB inh | Tat transport
CSc1cccc(NP2(=O)OCC(C)([N+](=O)[O-])CO2)c1 (stereo not given) | -1.0 | -3 | . | 3.8 | . | -3 | 6 | -6 | -3 | 3
CCCCOCCCn1c(N)c(C(=O)OC(C)COC)c2nc3ccccc3nc21 (stereo not given) | -2.8 | ? | -0.6 | 3.6 | -1.3 | -153 | -15 | -23 | -2 | -3
Cc1ccc(NC(=O)c2ccc(C)c(S(=O)(=O)N3CCCCC3)c2)nc1 | -3.1 | 2 | 0.3 | 2.6 | 2.4 | 7 | . | -5 | -2 | -1
O=C(Nc1cccc2ccccc12)c1nn(C23CC4CC(CC(C4)C2)C3)cc1Br | -2.5 | -1 | 4.9 | -0.9 | 0.6 | 6 | 9 | -15 | -11 | -5
COc1cccc(CNC(=O)CCC(=O)N2C[C@H]3C[C@H](C2)c2cccc(=O)n2C3)c1OC | 0.7 | 1 | 4.0 | 1.4 | -0.7 | -13 | 18 | -2 | -2 | -4
COC(=O)C1=C(c2cccc(C#N)c2)C[C@@H]2CC[C@H]1N2C(=O)N1CCCCC1 | 1.4 | -1 | 2.1 | 0.3 | -2.5 | -1 | 1 | -12 | 2 | -3

A stretch of the results above:
canonical_smiles | CAL PDZ FP | Wnt bcat act | AddAB inh | phage Ecoli inh | E coli growth | Rtt109 Vps75 | PfHsp90 yeast 2 | PvdQ acylase | DAGLB inh | Tat transport
CCCCOCCCn1c(N)c(C(=O)OC(C)COC)c2nc3ccccc3nc21 (stereo not given) | -2.8 | ? | -0.6 | 3.6 | -1.3 | -153 | -15 | -23 | -2 | -3
O=C(Nc1cccc2ccccc12)c1nn(C23CC4CC(CC(C4)C2)C3)cc1Br | -2.5 | -1 | 4.9 | -0.9 | 0.6 | 6 | 9 | -15 | -11 | -5
